From PubChem BioAssay
RGS4 inh – inhibitors of human RGS4. P49798. B-score at 10 µM. HEK293 M3R/RGS4 inducible, Fluo-4 calcium flux; active compounds read high; triggered by carbachol at its EC20. 0.45% of 310,000 active;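 active = B-score, a plate-corrected calcium signal, over three deviations above library mean, with baseline fluorescence within five deviations of library mean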;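 note: RGS4 expression induced by doxycycline in cells with stable M3 receptor; B-score is computed from the integrated fluorescence ratio over baseline after carbachol; higher B-score means a larger calcium signal and so more RGS4 inhibition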
TMEM16A act – activators or potentiators of mouse TMEM16A chloride channel | Q8BHY3 | HEK293 TMEM16A/YFP-H148Q/I152L, iodide quench fluorescence; active compounds read low | B-score at 10 µM | 0.3% of 340,000 active;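 active = fluorescence-ratio B-score plate-corrected deviation score at least 3 library SD below zero, with starting fluorescence score within 5 deviations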;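 note: channel opened by trigger with iodide after compound preincubation; score built on the fluorescence ratio of max minus min over baseline; more negative score means more quench and so TMEM16A activation or potentiation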
RGS4 act – potentiators or activators of RGS4. HEK293 M3R/inducible RGS4, carbachol calcium flux Fluo4; active compounds read low. 0.92% of 310,000 active. B-score at 10 µM;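 active = B-score of the integrated calcium signal more than 4 SD below the library mean, with starting fluorescence not abnormally high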;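 note: negative B-score means reduced calcium response which marks RGS4 activation or potentiation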
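test system = M3R-expressing HEK293 line, RGS4 induced by doxycycline | probe or stimulus = carbachol at ECmax as muscarinic agonist stimulus | timing = dye loading 30 min 37 °C, buffer rest 30 min RT | signal = calcium dye Fluo4 fluorescence | evaluation = B score from integrated fluorescence ratio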
KCNK9 inh – inhibitors of human KCNK9 two-pore domain potassium channel. Q9NPC2. HEK293 KCNK9, FluxOR thallium flux fluorescence; active compounds read low. B-score at 10 µM. 1.2% of 310,000 active. AID 488922;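 active = ratio B-score over 3 SD below the library mean, with starting fluorescence within 5 SD of its mean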;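 note: negative B-score means less thallium flux so channel inhibition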
MrgX1 allo act – allosterically activates human MrgX1 receptor signaling; MrgX1-HEK293, Fluo-4 calcium flux, FDSS; active compounds read high; B-score at 10 µM; 0.63% of 310,000 active;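 active = plate-corrected calcium response at least 3 library SD above typical, normal starting fluorescence, not activating the receptor alone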;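 note: compound read alongside a low EC10 to EC30 dose of BAM8-22 agonist; peak minus trough fluorescence over baseline measured at the second addition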
hERG protect – compounds protecting human hERG from proarrhythmic drug block; 0.51% of 310,000 active; activation (rescue from dofetilide block), less the hit threshold, % at 10 µM; AID 1511; Q12809; CHO-hERG, FluxOR thallium flux, dofetilide IC70 present;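 active = activation above the mean of controls blocked by dofetilide plus 5 SD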;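 note: thallium influx through hERG after potassium depolarization seen as dye fluorescence rise; in these data hits start at about 4.7%; inactives centre near -7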
ANO1 block – mouse TMEM16A channel inhibition, primary screen. normalized B-score (activity score, 25-100; higher = stronger inhibition) at 10 µM. HEK293 TMEM16A/YFP iodide influx fluorescence, ionomycin. AID 588511. Q8BHY3. 1.2% of 310,000 active;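 active = ratio plate-corrected score three or more library SD toward inhibition, starting fluorescence score within five deviations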;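 note: score derived from kinetic fluorescence span divided by baseline fluorescence per well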
MrgX1 agonist – activates human MrgX1 receptor signaling; Q96LB2; MrgX1-HEK293 cells, Fluo-4 calcium fluorescence, agonist mode; active compounds read high; B-score at 10 µM; 0.44% of 310,000 active; AID 588627;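 active = calcium response B-score plate-corrected fluorescence ratio at least 3 library SD, with starting fluorescence B-score inside 5 SD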
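times = overnight plating, then 30 min 37 °C plus 30 min room-temperature dye loading | assay system = stable human MrgX1 HEK293 cell line | input = fifteen thousand cells per well | signal = kinetic calcium dye fluorescence, Fluo-4 NW | dosing = compound delivered in addition one of three | read-out = B-scored fluorescence response ratio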
KCNQ1 act – potentiators or activators of human KCNQ1 potassium channel. P51787. CHO-K1 KCNQ1, thallium flux FluxOR fluorescence; active compounds read high. B-score at 10 µM. 0.35% of 310,000 active;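 active = fluorescence ratio B-score, a plate-corrected score, at least three library SD, with initial intensity B-score within 5 SD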
Target sequence (P51787 whole entry, looked up): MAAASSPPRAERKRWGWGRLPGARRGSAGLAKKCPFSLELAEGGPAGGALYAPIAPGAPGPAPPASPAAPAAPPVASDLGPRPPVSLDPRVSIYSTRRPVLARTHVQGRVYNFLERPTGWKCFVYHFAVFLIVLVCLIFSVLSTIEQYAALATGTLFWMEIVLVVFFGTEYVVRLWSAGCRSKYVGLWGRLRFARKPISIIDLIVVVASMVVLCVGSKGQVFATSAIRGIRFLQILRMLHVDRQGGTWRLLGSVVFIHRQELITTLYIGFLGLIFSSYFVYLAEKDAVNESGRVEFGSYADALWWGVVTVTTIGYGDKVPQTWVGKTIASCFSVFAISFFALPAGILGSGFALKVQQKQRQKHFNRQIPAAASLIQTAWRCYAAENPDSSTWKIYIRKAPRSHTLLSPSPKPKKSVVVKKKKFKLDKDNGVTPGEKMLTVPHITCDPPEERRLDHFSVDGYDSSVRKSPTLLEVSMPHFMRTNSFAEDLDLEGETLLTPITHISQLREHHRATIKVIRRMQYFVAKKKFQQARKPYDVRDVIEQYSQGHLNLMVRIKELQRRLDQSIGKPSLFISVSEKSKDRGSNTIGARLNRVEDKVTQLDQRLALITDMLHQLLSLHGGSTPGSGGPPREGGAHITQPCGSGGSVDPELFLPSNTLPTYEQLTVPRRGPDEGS
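System: Stable KCNQ1 CHO-K1 line | Incubation: 90 min dye loading and 20 min compound exposure, both at room temperature | Measure: Ratio B score | Medium: Assay buffer for compound exposure, DMSO matched across wells | Compound dosing: Single-concentration screen | Probe or stimulus: K+/Tl+ depolarizing stimulus | Measured by: Kinetic FluxOR fluorescence, 10 s baseline plus 110 s post-stimulus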
KCNQ1 inh – human KCNQ1 channel inhibition; P51787; CHO-K1 KCNQ1, FluxOR thallium flux fluorescence; active compounds read high; B-score at 10 µM; 1.3% of 310,000 active;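 active = compounds whose thallium flux B-score, printed positive for inhibition, exceeds three library SD while starting fluorescence stays within three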;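 note: channel opened by potassium depolarization with thallium stimulus after 20 min compound exposure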
KCNK3 inh – human KCNK3 channel inhibition, primary screen | O14649 | 0.84% of 340,000 active | AID 602410 | B-score at 10 µM | CHO-KCNK3 thallium flux, FluxOR fluorescence; active compounds read low;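 active = B-score under library mean minus 4 SD, starting fluorescence ratio at most library mean plus 5 SD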;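 note: more negative B-score means stronger inhibition of thallium flux through KCNK3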
Target sequence (O14649 whole entry, looked up): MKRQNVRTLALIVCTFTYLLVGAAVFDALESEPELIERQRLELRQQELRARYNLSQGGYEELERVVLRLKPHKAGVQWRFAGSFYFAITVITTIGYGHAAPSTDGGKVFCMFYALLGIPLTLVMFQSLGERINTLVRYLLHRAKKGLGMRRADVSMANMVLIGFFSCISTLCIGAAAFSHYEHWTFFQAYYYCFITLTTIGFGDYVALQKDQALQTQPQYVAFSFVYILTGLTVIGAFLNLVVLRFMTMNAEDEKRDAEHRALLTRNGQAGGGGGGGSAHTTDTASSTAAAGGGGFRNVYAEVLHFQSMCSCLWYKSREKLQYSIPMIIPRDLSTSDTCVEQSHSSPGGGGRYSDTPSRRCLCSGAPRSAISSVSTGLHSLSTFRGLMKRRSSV
The depositor's hits bear a star; i = inactive; · = not tested or not shown. This is a random part of the collection, and some 6.3% of all compounds hit somewhere here.

Screens in order – RGS4 inh | TMEM16A act | RGS4 act | KCNK9 inh | MrgX1 allo act | hERG protect | ANO1 block | MrgX1 agonist | KCNQ1 act | KCNQ1 inh | KCNK3 inh
Cc1cc(C=C(C#N)C#N)c(C)n1-c1ccccc1
  i | i | i | i | i | -3 | i | i | i | i | i
CN1CCN(C(=O)c2cc3c(=O)n4ccccc4nc3s2)CC1
  i | i | i | i | i | -8 | i | i | i | i | i
CN1CCN(C(=O)CN(C2CCCCC2)S(=O)(=O)c2ccccc2)CC1
  i | i | i | i | · | -8 | · | · | i | i | i
FC(F)(F)c1nnc(-c2ccccc2)nc1Oc1ccc(Cl)cc1Cl
  i | i | i | i | i | -9 | i | i | i | 11* | i
O=C(NCc1ccccn1)c1nc(Cn2ccc([N+](=O)[O-])n2)no1
  i | i | i | i | i | -3 | i | i | i | i | i
COc1cccc(-c2cccc(NC(=O)C3CCN(Cc4cccc(C)n4)CC3)c2)c1
  i | i | i | i | i | -11 | i | i | i | i | i
CC(=O)c1cccc(N(C(=O)c2csnn2)C(C(=O)NC2CCCC2)c2ccccc2)c1 (stereo not drawn)
  i | i | i | i | i | -9 | i | i | i | i | i
NC(=O)c1c(NC(=O)Cn2nc(C(=O)O)c3ccccc3c2=O)sc2c1CCCC2
  i | i | i | i | i | -7 | i | i | i | i | i
O=S(=O)(NCc1ccc(Cl)cc1Cl)c1ccc(N2CCOCC2)nc1
  i | i | i | i | i | -3 | i | i | i | i | i
O=C(Nc1ccc(Cl)cn1)c1cccc2ccccc12
  i | i | i | i | i | -1 | i | i | i | i | i
CC(=O)NNc1cc(N2CCOCC2)nc(N2CCOCC2)n1
  i | i | i | i | i | -10 | i | i | i | i | i
CCOC(=O)c1cc(-c2ccc(C)o2)n[nH]1
  i | i | i | i | i | -6 | i | i | i | i | i
COCCn1nnnc1C(c1cc2cc(C)cc(C)c2[nH]c1=O)N1CCN(c2ccccc2F)CC1 (stereo not drawn)
  i | i | i | i | i | -3 | i | i | i | i | i
Nn1c(-c2ccccc2)cc(-c2ccccc2)cc1=O
  i | i | i | i | i | -10 | i | i | i | i | i
Cc1ccc(-n2c(CCC(=O)O)ccc2-c2cccs2)cc1
  i | i | i | i | i | -11 | i | 33* | i | i | i
COC(=O)c1ccc(CO/N=C/c2cccc([N+](=O)[O-])c2)cc1
  i | i | i | -6.7* | i | -1 | i | i | i | i | i
O=C(COc1ccccc1)Nc1c(C(=O)N2CCC(N3CCCCC3)CC2)oc2ccccc12
  i | i | i | i | i | -8 | i | i | i | i | i
CC(C)c1ccc(OCC(=O)NCc2ccccc2)cc1
  i | i | i | i | i | -10 | i | i | i | i | i
COc1cccc(OC)c1OCCOc1ccccc1OC(C)C
  i | i | i | i | i | -8 | i | i | i | i | i
C#Cc1cccc(-n2nnc(C(C)=O)c2C)c1
  i | i | i | i | i | -5 | i | i | i | i | i
CCOCCCNC(=O)CNC(=S)N(Cc1ccc(C)cc1)Cc1ccco1
  i | i | i | i | i | -26 | i | i | i | i | i
CCCCCn1c(CN2CCCCC2CC)nc2c1c(=O)n(C)c(=O)n2C (stereo not drawn)
  i | i | i | i | i | -4 | i | i | i | i | i
CCn1c(SCC(=O)Nc2ccc(N(C)C)cc2)nnc1-c1ccco1
  i | i | i | i | i | -6 | i | i | i | i | i
Cc1cccc(C(=O)Nc2cccc3cccnc23)c1
  i | i | i | i | i | -3 | i | i | i | i | i
OC(COc1cccc(OCC(O)CN2CCCC2)c1)CN1CCCC1 (stereo not drawn)
  i | i | i | i | i | 0 | i | i | i | i | i
CCS(=O)(=O)N1CCN(c2ccc(S(=O)(=O)N3CCOCC3)cc2)CC1
  i | i | i | i | i | -7 | i | i | i | i | i
CCCCn1nc(C(=O)N2CCN(S(=O)(=O)c3ccccc3)CC2)c2ccccc2c1=O
  i | i | i | i | i | -11 | i | i | i | i | i
COc1ccc(OC)c(C(=O)c2coc3ccc(O)c(CN4CCOCC4)c23)c1
  i | i | i | i | i | -13 | i | i | i | i | i
Cc1cccc(Cn2ccc(N)n2)c1
  i | i | i | i | i | -11 | i | i | i | i | i
N#Cc1c(-c2ccccc2F)cc(-c2cccnc2)nc1N
  i | i | i | i | i | -3 | i | i | i | i | i
O=S(=O)(NCc1ccccc1)c1ccc2c(c1)OCCO2
  i | i | i | i | i | -1 | i | i | i | i | i
CCn1ccnc1CNC(=O)c1ccc(OC2CCN(C(=O)COC)CC2)cc1
  i | i | i | i | i | -11 | i | i | i | i | i
COc1ccc(N2CCN(C(=O)c3cc(=O)c4cc(Cl)ccc4o3)CC2)cc1
  i | i | i | i | i | -7 | i | i | i | i | i
CCc1cc(C(=O)OC)c(NC(=O)CN2CCN(C(=O)C3CCCO3)CC2)s1 (stereo not drawn)
  i | i | i | i | i | -5 | i | i | i | i | i
COc1ccc(N(C(=O)c2cccc([N+](=O)[O-])c2)S(=O)(=O)c2cccs2)cc1
  i | i | i | i | i | -6 | i | i | i | i | i
CCc1c(C#N)c(SCCC(=O)Nc2ccc(C)cc2)nc2c1C(=O)CC(C)(C)C2
  i | i | i | i | i | -12 | i | i | i | 7* | i
COc1ccc(C(CC(=O)N2CCCCC2)NC(=O)C(F)(F)F)cc1 (stereo not drawn)
  i | i | i | i | i | -14 | i | i | i | i | i
Cc1c(Cl)cccc1NC(=O)CSc1ncnc2c1cnn2CCO
  i | i | i | i | i | -7 | i | i | i | i | i
O=C(COC(=O)c1ccccn1)c1ccc([N+](=O)[O-])cc1
  i | i | i | i | i | -4 | i | i | i | i | i
Cc1ccc(/C=C/C(=O)N2CCN(Cc3ccccc3)CC2)o1
  i | i | i | i | i | -6 | i | i | i | i | i
CC1CN(C(=O)CSc2nnc(CNC(=O)c3ccc(S(=O)(=O)N(C)C)cc3)o2)CC(C)O1 (stereo not drawn)
  i | i | i | i | i | 1 | i | i | i | i | i
Cc1cc(Cl)c2oc(C(=O)N(C)Cc3cc(C)[nH]n3)c(C)c2c1
  i | i | i | i | i | -12 | i | i | i | i | i
CCOCc1[nH]c(=S)[nH]c(=O)c1Cc1ccc(OCC(C)C)cc1
  i | i | i | i | i | -5 | i | i | i | i | i
NC(=O)CCC(NS(=O)(=O)c1ccc(Cl)cc1)C(=O)NCc1ccccc1 (stereo not drawn)
  i | · | i | i | i | 0 | i | i | i | i | ·
O=C(Cn1ncn2c(cc3ccccc32)c1=O)NCCCc1ccccc1
  i | i | i | i | i | -6 | i | i | i | i | i
O=C(CNc1cccc([N+](=O)[O-])c1)N/N=C/c1ccc([N+](=O)[O-])o1
  i | i | i | i | i | -6 | i | i | i | i | i
O=C(c1cccc(Cl)c1)N1CCN(C(=O)c2ccco2)CC1
  i | i | i | i | i | -5 | i | i | i | i | i
O/N=C(\c1ccccc1)C(O)c1ccccc1 (stereo not drawn)
  i | i | i | i | i | -2 | i | i | i | i | i
Cc1nnc(SCC(=O)N2CCCCC2)n1CC1CCCO1 (stereo not drawn)
  i | i | i | i | i | -9 | i | i | i | i | i
CN(C)CC(C)(C)CNC(=O)C1CCN(Cc2ccccc2O)CC1
  i | i | i | i | i | -4 | i | i | i | i | i
Cc1c(NC(=O)/C=C/c2cn(-c3ccccc3)nc2-c2ccccc2)c(=O)n(-c2ccccc2)n1C
  i | i | i | i | i | -8 | i | i | i | i | i
Cc1ccccc1-c1nc(CN2CCCC(C(=O)NCCCN3CCOCC3)C2)c(C)o1 (stereo not drawn)
  i | i | i | i | i | -7 | i | i | i | i | i
CCOC(=O)C1=C(c2ccc(OC)cc2)OC(N)=C(C#N)C1c1cccnc1 (stereo not drawn)
  i | i | i | i | i | 0 | i | i | i | i | i
CC(C)C(=O)NNc1ccc(C(F)(F)F)cn1
  i | i | i | i | i | 1 | i | i | i | i | i
Cc1ccc(CNC(=O)C2CCCN(S(=O)(=O)c3c(C)noc3/C=C/N(C)C)C2)cc1 (stereo not drawn)
  i | i | i | i | i | -7 | i | i | i | i | i
Cc1onc(-c2ccccc2Cl)c1C(=O)N1CCN(Cc2ccc3c(c2)OCO3)CC1
  i | i | i | i | i | -12 | i | i | i | i | i
O=C1c2ccccc2C(=O)N1Cc1cnc(N2CCN(c3ccccc3)CC2)s1
  i | i | i | i | i | -15 | i | i | i | i | i
O=C(NCCn1cc(SCc2ccccc2)c2ccccc21)c1c(F)cccc1F
  i | i | i | i | i | -12 | i | i | i | i | i
CCOc1ccccc1CNCCNC(=O)c1nonc1N
  i | i | i | i | i | -12 | i | i | i | i | i
Cc1ccsc1/C=N/Nc1cccc(C(=O)O)c1
  i | i | i | i | i | -6 | i | i | i | i | i

Next records.
Screens in order – RGS4 inh | TMEM16A act | RGS4 act | KCNK9 inh | MrgX1 allo act | hERG protect | ANO1 block | MrgX1 agonist | KCNQ1 act | KCNQ1 inh | KCNK3 inh
Cc1ccccc1NC(=O)c1cc(=O)c2ccccc2o1
  i | i | i | i | i | -17 | i | i | i | i | i
O=C(O)Cc1c[nH]c2ccccc12
  i | i | i | i | i | -10 | i | i | i | i | i
COCCn1c(=O)c2cc3c(=O)n(CCOC)c(=O)c3cc2c1=O
  i | i | i | i | i | -10 | i | i | i | i | i
O=C(Nc1cccnc1)c1cnn2c(C(F)F)cc(C3CC3)nc12
  i | i | i | i | i | -10 | i | i | i | i | i
COc1ccc(CC(=O)n2nc(-c3cccnc3)nc2N)cc1
  i | i | i | i | i | -9 | i | i | i | i | i
S=C(NCc1ccco1)NCC1CCCO1 (stereo not drawn)
  i | i | i | i | i | -19 | i | i | i | i | i
COc1cc(NC(=O)C2=C(N3CCOCC3)/C(=C\c3ccc(N(C)C)cc3)CCC2)cc(OC)c1OC
  i | i | i | i | i | -7 | i | i | i | i | i
CCOc1cc(C)nc(NCCc2ccc(OC)c(OC)c2)n1
  i | i | i | i | i | -8 | i | i | i | i | i
